Compound activity as filed in PubChem.
D2 antagonist: antagonists of human D2 dopamine receptor; inhibition, % at 10 µM; HEK293 TREx D2 cells, calcium flux, dopamine EC80; 340,000 compounds, 2% hits; in the data active means inhibition above about 30%; further: 0% is about no effect
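HEK293 T-REx D2 cells, tet-induced, calcium dye no-wash. Cpd pintool add, 180 s kinetic, then EC80 DA, 180 s kinetic. Ca flux read.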
RXFP1 ag: activates the human relaxin receptor RXFP1 | HEK293T-RXFP1 cAMP TR-FRET, 30 min; response scale: percent of porcine relaxin response, buffer zero | Potency, µM (series often up to 57.5 µM), inactives show top-dose activation, most hits filed as activators | 370,000 compounds, 0.3% hits | AID 2676; active means well fitted activation curve with a large enough effect; inconclusive means small, poorly fitted or top-dose-only effect; further: potency means the concentration at half of the fitted maximal effect; on the % scale 0 is the no-effect control and ±100 the full control effect; nearly all actives have a fitted effect of over 60% in size; many of its hits are not listed in these tables
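cAMP rise read by TR-FRET after 30 min, 37C compound exposure (up to 58 uM) in RXFP1-transfected HEK293 cells with Ro 20174 present. EC50 from Hill-equation fits, with 29 nM porcine relaxin as 100% and buffer as basal.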
D2 agonist: activates the human D2 dopamine receptor; AID 485358; 340,000 compounds, 0.53% hits; activation, % at 2 µM; P14416; HEK293 T-REx D2 cells, calcium flux agonist mode;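 active means activation over 3 SD above normal in the single-dose calcium agonist read, cut at about 30% in these data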; further: 0% is about no effect
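Tetracycline-induced HEK293 T-REx cells with force-coupled D2 receptor, plated overnight at 30 C, loaded with no-wash calcium dye. After a 10 s baseline, compound was pin-added and calcium flux read kinetically for 180 s; calcium rises flagged agonists.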
D1 antagonist: human D1 dopamine receptor antagonism; P21728; HEK293 TREx D1 cells, calcium flux, dopamine EC80; hits give low values; activity change, negative = inhibition, % at 10 µM; 360,000 compounds, 3.2% hits; in the data active means activity change below about -30%; further: on the % scale 0 is the no-effect control and ±100 the full control effect
Target sequence (P21728 whole entry, looked up): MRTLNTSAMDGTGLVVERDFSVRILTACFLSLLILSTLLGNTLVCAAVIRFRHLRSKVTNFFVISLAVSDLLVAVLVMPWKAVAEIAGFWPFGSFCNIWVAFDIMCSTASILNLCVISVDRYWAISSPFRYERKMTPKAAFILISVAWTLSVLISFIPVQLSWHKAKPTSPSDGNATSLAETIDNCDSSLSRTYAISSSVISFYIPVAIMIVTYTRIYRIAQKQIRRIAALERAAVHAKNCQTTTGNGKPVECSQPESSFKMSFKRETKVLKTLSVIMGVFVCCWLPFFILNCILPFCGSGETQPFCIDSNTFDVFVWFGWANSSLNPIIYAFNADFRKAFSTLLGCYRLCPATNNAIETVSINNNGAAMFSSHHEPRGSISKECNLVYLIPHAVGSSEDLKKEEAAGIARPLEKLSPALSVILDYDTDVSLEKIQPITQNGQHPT
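Tetracycline-induced HEK293 Trex D1 cells, force-coupled to calcium, dye-loaded; compounds added and read 180 s, then EC80 dopamine added and calcium flux tracked kinetically another 180 s.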
TRHR enhancer: allosterically enhances the human TRH receptor; P34981; TRHR cells, fluo-8 calcium fluorescence, EC20 TRH enhancement; enhancement, % at 2 µM; 360,000 compounds, 0.66% hits; AID 493056; in the data active means enhancement above about 30%; further: 0% is about no effect
Target sequence (P34981 whole entry, looked up): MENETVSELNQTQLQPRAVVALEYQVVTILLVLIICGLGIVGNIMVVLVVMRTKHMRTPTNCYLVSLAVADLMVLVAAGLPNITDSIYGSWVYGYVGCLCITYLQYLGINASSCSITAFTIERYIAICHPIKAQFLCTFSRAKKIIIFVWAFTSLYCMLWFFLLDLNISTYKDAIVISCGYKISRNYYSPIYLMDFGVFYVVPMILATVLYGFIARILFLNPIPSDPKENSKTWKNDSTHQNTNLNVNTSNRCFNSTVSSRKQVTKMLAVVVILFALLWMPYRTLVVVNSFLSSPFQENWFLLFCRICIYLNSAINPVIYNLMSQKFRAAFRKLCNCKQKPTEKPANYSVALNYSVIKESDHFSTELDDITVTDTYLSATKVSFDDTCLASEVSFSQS
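TRHR-expressing cells loaded with fluo-8 calcium dye were read kinetically (ex 480/em 530) during compound addition, then stimulated with an EC20 of TRH (10 nM final). Enhancement of the Gq-mediated intracellular calcium response was scored.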
D1 potentiator: human D1 dopamine receptor positive modulation | P21728 | HEK293 TREx D1 cells, calcium flux, dopamine EC20 potentiation | AID 504651 | potentiation, % at 10 µM | 360,000 compounds, 0.036% hits; in the data active means potentiation above about 30%; further: 0% is about no effect
D1 agonist: human D1 receptor agonism; HEK293 T-REx D1 cells, calcium flux, agonist mode; activation, % at 2 µM; 360,000 compounds, 1% hits; in the data active means activation above about 30%; further: 0% is about no effect
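Tetracycline-induced HEK293 TREx D1 cells, force-coupled to calcium signalling, were dye-loaded with a no-wash calcium kit. Compound was pin-added after a 10 s baseline. Fluorescence was read kinetically at 1 cycle/s for 180 s, with calcium rises flagged as agonism.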
D2 potentiator: positively modulates the human D2 dopamine receptor allosterically; HEK293 T-REx D2, calcium flux, EC20 dopamine potentiation; 340,000 compounds, 0.34% hits; potentiation, % at 10 µM; AID 485347; P14416;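 active means potentiation over 3 SD above the plate norm, cut at about 30% in these data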; further: 0% is about no effect
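Using a no-wash calcium dye in inducible, force-coupled HEK293 Trex cells expressing D2, we tracked fluorescence each second for 180 s after compound, then for 180 s after EC20 dopamine to detect augmented signalling.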
RXFP1 antag: blocks the human relaxin receptor RXFP1. 350,000 compounds, 0.59% hits. activity change, negative = inhibition, % at 57.5 µM. Q9HBX9. HEK293-RXFP1, relaxin-stimulated cAMP HTRF, 30 min; hits give low values;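 active means activity change of -60% or lower, but not beyond a set lower limit; inconclusive means change between -60% and -40%, or beyond the set limit; inactive means change above -40%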; further: on the % scale 0 is the no-effect control and ±100 the full control effect
Active calls of the source: *; ? = inconclusive; . = no result given; & = joins results of further samples. Not all compounds are listed; the hit share may differ from the screen's.

entry	Compound	D2 antagonist	RXFP1 ag	D2 agonist	D1 antagonist	TRHR enhancer	D1 potentiator	D1 agonist	D2 potentiator	RXFP1 antag
1	CN(C(=O)CCNC(=O)Cn1cnc2ccccc2c1=O)c1ccc(F)cc1	.	5.3%	.	1	13	-6	3	10	8
2	COC(=O)C1=C(C)N(Cc2ccccc2)C(=NCCN2CCOCC2)N[C@H]1CCc1ccccc1	.	0.3%	.	-5	-7	0	4	.	.
3	CC(C)CN(C(=O)c1ccco1)c1nc2ccccc2s1	-6	-1.5%	-0.9	30	3	16	9	24	-31
4	Oc1cccc(Nc2nc(-c3ccccc3)nc3ccccc23)c1	-5	2.2%&10%	0.0&-1.1	5&-21	-4&-5	-5&-1	1&10	5&-4	-2&-2
5	O=[N+]([O-])c1ccc(C[n+]2cccc(O)c2)cc1	.	0.2%	.	1	4	1	3	12	.
6	CCCN(CCC)CC(O)COc1ccc([N+](=O)[O-])cc1 (stereo not drawn)	-13	1.2%	-1.9	2	0	-6	7	5	0
7	O=C(CN1C(=O)c2ccccc2S1(=O)=O)N1CCCCC1	-22	1.0%	0.3	6	-1	-5	2	8	34
8	CSc1ncccc1C(=O)OCC(=O)c1ccc(Br)s1	30	17%	1.2	-17	0	-6	3	-3	-9
9	COc1ccc2c(c1OC)C(=O)N1C2SC(C)(C)[C@H]1C(=O)NC(C)C (stereo partly drawn)	-2	3.0%	-0.8	7	-7	4	4	6	10
10	CCOC(=O)Cn1nnc(-c2ccc(OCC(C)C)cc2)n1	-3	-0.3%	-0.6	6	2	2	0	-4	16
11	CCCOC(=O)c1c(NC(=O)C2C3C=CC(C3)C2C(=O)O)sc2c1CCC(C)C2 (stereo not drawn)	-8	1.8%	0.1	-19	3	-3	2	9	6
12	CC(=O)c1ccc(OCC(=O)Nc2ccccc2N2CCCC2)cc1	0	-1.0%	0.2	-22	-5	-7	4	11	0
13	CCCOc1ccccc1-c1nc2c([nH]1)c(=O)[nH]c(=O)n2C	-8	4.3%	0.4	13	2	5	2	8	-9
14	CCOC(=O)c1cc(-c2ccccc2C)n(CC2CC(c3cccc([N+](=O)[O-])c3)=NO2)n1 (stereo not drawn)	-4	-0.4%	4.9	-12	-2	-4	6	8	.
15	O=c1c2ccccc2nc(-c2cccs2)n1-c1cccc2ccccc12	-11	1.5%	-0.8	0	0	-5	3	14	.
16	CCSc1nc(C2CC2)cc(-c2ccco2)c1C#N	5	1.6%	-0.2	16	-8	11	9	-2	-7
17	O=C(N/N=C\c1ccc(Br)cc1)c1ccc(Cn2cccn2)o1	7	0.1%	-0.3	17	6	-7	2	-3	7
18	COc1ccc(C)cc1NC(=O)CSc1nnc(COc2ccccc2)n1Cc1ccco1	27	2.8%	0.0	-9	4	0	19	3	-15
19	CC(C)C(=O)Nc1ccc2c(c1)C(=O)N(CCC(=O)O)C2=O	-1	6.5%	-0.9	-15	1	-7	2	5	-1
20	CCn1c(NCc2cc(Cl)ccc2O)nc2ccccc21	-6	-0.2%	1.3	-20	2	-6	21	0	0
21	Cc1nnc(-c2ccc(Oc3ccc(C)c(C)c3)c([N+](=O)[O-])c2)o1	19	1.3%	0.4	2	1	-2	2	-9	?
22	CCOC(=O)c1c(NC(=O)COC)sc(C(C)=O)c1C	-2	8.1%	-0.4	1	0	-3	2	7	-5
23	CC(=O)N1CCN(Cc2ccc(Br)s2)CC1	-6	0.8%	-2.0	8	30*	2	3	-1	8
24	CN1C(=O)C2ON(c3ccccc3)C(c3cccs3)C2C1=O (stereo not drawn)	-11	0.2%	1.4	0	9	-6	1	.	-13
25	NS(=O)(=O)c1ccc(CCNC(=O)CSc2ccc([N+](=O)[O-])cc2)cc1	2	-2.6%	0.2	4	2	.	3	0	10
26	CCCSc1ncc(Cl)c(C(=O)Nc2ccc(S(=O)(=O)N3CCC(C)CC3)cc2)n1	.	-0.1%	0.5	-14	-2	-3	5	-9	-13
27	COc1cc(OC)cc(C(=O)NNC(=O)c2cc(S(=O)(=O)N3CCOCC3)ccc2F)c1	-6	1.6%	1.1	15	-1	.	5	5	7
28	O=C(NCCCN1CCOCC1)c1ccc(CS(=O)(=O)Cc2ccccc2Cl)o1	3	0.2%	-0.2	-45*	-1	1	2	1	0
29	Cc1ccc(C(=O)Nc2ccccc2N2CCOCC2)cc1S(=O)(=O)N1CCOCC1	0	-0.6%	0.7	17	4	-2	0	-13	-3
30	Cc1ccc2cc3c(NC(=O)CC(C)C)nn(C)c3nc2c1	-7	2.9%	-0.3	-15	3	5	1	0	-11
31	CNc1n[nH]c(=S)s1	-1	-1.5%	0.4	1	-3	2	-1	-9	-4
32	COc1ccccc1N1CCN(C(=O)CN(Cc2ccc(Cl)cc2)S(C)(=O)=O)CC1	25	0.0%	1.3	0	4	3	13	-2	-8
33	CCCCCCC(CC(=O)NCc1cccnc1)CC(=O)NCc1cccnc1	-11	0.2%	1.0	6	-3	0	5	-4	0
34	CN(C)[C@@H](CO)c1nnc([C@H](CCC(=O)O)NC(=O)C2CCNCC2)o1	-2	0.0%	0.0	14	-5	-1	0	1	.
35	CC(C)c1ccc(NC(=S)N2CCCC2)cc1	1	3.2%	-0.2	1	1	7	1	1	-3
36	O=C(O)c1cc(-c2ccc3c(c2)OCCO3)n[nH]1	-15	0.3%	-1.0	1	1	-2	4	6	-2
37	O=C(CN1CCN(c2ccc(O)cc2)CC1)NC(=O)NCc1ccco1	-5	1.4%	6.0	-12	-3	-1	3	-2	14
38	CCCc1cc(C(=O)Nc2ccc(C(=O)c3ccc(F)cc3)cc2)n(C)n1	5	0.6%	0.6	-19	-4	-12	23	-7	-14
39	O=C(c1ccc(OC2CCN(CCc3ccccc3)CC2)cc1)N1CCCCC1CCCO (stereo not drawn)	0	-3.0%	0.8	-2	1	-2	14	-17	-7
40	CCOC(=O)N1CCN(C(=O)Cn2nc(-c3ccc(Cl)cc3)ccc2=O)CC1	10	-1.1%	-0.6	-10	-3	-3	4	-6	-5
41	CN(Cc1cccc(-n2cccn2)c1)Cc1cn(C)nc1-c1ccccc1F	0	-1.1%	0.2	11	3	3	4	-2	-27
42	O=C(/C=C/c1ccccc1)N1CCOCC1	14	2.1%	-0.4	3	-4	-5	4	-4	-2
43	Cc1cccc(NC(=O)N2CCC(n3nnc4cc(C)ccc43)CC2)c1	22	-1.5%	-0.7	0	-18	1	1	1	-4
44	Cc1cccc(OCCCN2C(=O)C(=O)c3cc(C)ccc32)c1	-18	3.9%	0.5	-18	-14	-4	5	0	-4
45	O=c1c2c(-c3ccccc3)ccnc2[nH]n1-c1ccccc1	.	2.6%&0.3%	0.8	-2&-7	-3&-4	2&1	5&1	-12	-7&-13
46	CCc1cccc(NC(=O)CS(=O)Cc2nc(-c3ccc(C)cc3)oc2C)c1 (stereo not drawn)	-3	1.5%	0.1	5	-1	-3	-1	-18	-19
47	COc1ccccc1CNC(=O)Cn1c(=O)nc(-c2ccccc2)c2ccccc21	.	0.5%	1.6	7	-3	0	-2	-1	12
48	CCCn1cc(S(=O)(=O)c2cccc(Cl)c2)c(=O)c2cc(F)c(N3CCOCC3)cc21	.	8.0%	-0.3	-3	7	-2	0	6	-16
49	Cc1ccc(NC(=O)CN2C(=O)CC(C)Sc3ccccc32)c(C)c1 (stereo not drawn)	.	-0.1%	-0.4	5	-4	-4	5	-1	.
50	C(=N\n1cnnc1)/c1ccc(N2CCOCC2)s1	-3	7.9%	0.4	-13	-10	4	3	-1	-39

Ordered by SMILES length (falling): six of the compounds above
entry	Compound	D2 antagonist	RXFP1 ag	D2 agonist	D1 antagonist	TRHR enhancer	D1 potentiator	D1 agonist	D2 potentiator	RXFP1 antag
11	CCCOC(=O)c1c(NC(=O)C2C3C=CC(C3)C2C(=O)O)sc2c1CCC(C)C2 (stereo not drawn)	-8	1.8%	0.1	-19	3	-3	2	9	6
15	O=c1c2ccccc2nc(-c2cccs2)n1-c1cccc2ccccc12	-11	1.5%	-0.8	0	0	-5	3	14	.
7	O=C(CN1C(=O)c2ccccc2S1(=O)=O)N1CCCCC1	-22	1.0%	0.3	6	-1	-5	2	8	34
36	O=C(O)c1cc(-c2ccc3c(c2)OCCO3)n[nH]1	-15	0.3%	-1.0	1	1	-2	4	6	-2
20	CCn1c(NCc2cc(Cl)ccc2O)nc2ccccc21	-6	-0.2%	1.3	-20	2	-6	21	0	0
31	CNc1n[nH]c(=S)s1	-1	-1.5%	0.4	1	-3	2	-1	-9	-4
